# Compound activity as filed in PubChem BioAssay.
# EPAC1 ag: activates human EPAC1 exchange factor | O95398 | EPAC1 agonist qHTS, biochemical assay; response scale: 100% = response to 6.5 mM cAMP | Potency, µM (series often up to 154 µM), inactives show at the top dose activation, most hits filed as activators | 360,000 compounds, 0.073% hits | AID 720707; further: potency means the concentration at half of the fitted maximal effect; nearly all actives have a fitted effect of over 60% in size
#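 EPAC1 100 nM, Rap1B–BODIPY-GDP 250 nM, unlabeled GDP 50 uM; compound titration; 5 min RT; kinetic read ex480/em540 at 5-min intervals ×30 min; data normalized to 6.5 mM cAMP agonist control.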
# PI5P4K alpha inh: PI5P4K alpha (human) kinase inhibition. P48426. PI5P4Kalpha enzyme, ADP-Glo luminescence, 60 min; stronger effect = lower value. max response, %. 330,000 compounds, 1.2% hits; active means max response of -50% or lower; inconclusive means between -30% and -50%; inactive means -30% or higher; further: value at the top dose of about 77 µM; on the % scale 0 is the no-effect control and ±100 the full control effect
#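 Enzyme plus substrate dispensed, test compounds pinned in, then ATP (5 microM final) added. After 60 min at RT, ADP-Glo reagent 1 for 45 min and reagent 2 for 30 min preceded luminescence imaging.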
# EPAC2 antag: antagonists of human EPAC2; Potency, µM (doses to about 114 µM), inactives show at the top dose activity, negative = inhibition, hits mostly inhibitors; 360,000 compounds, 0.18% hits; Q8WZA2; EPAC2 GEF exchange of Rap1B-BODIPY-GDP, fluorescence; further: potency means the concentration at half of the fitted maximal effect; on the % scale 0 is the no-effect control and ±100 the full control effect; nearly all actives have a fitted effect of over 45% in size; many of its hits are not listed in these tables
# Target sequence (Q8WZA2 whole entry, looked up): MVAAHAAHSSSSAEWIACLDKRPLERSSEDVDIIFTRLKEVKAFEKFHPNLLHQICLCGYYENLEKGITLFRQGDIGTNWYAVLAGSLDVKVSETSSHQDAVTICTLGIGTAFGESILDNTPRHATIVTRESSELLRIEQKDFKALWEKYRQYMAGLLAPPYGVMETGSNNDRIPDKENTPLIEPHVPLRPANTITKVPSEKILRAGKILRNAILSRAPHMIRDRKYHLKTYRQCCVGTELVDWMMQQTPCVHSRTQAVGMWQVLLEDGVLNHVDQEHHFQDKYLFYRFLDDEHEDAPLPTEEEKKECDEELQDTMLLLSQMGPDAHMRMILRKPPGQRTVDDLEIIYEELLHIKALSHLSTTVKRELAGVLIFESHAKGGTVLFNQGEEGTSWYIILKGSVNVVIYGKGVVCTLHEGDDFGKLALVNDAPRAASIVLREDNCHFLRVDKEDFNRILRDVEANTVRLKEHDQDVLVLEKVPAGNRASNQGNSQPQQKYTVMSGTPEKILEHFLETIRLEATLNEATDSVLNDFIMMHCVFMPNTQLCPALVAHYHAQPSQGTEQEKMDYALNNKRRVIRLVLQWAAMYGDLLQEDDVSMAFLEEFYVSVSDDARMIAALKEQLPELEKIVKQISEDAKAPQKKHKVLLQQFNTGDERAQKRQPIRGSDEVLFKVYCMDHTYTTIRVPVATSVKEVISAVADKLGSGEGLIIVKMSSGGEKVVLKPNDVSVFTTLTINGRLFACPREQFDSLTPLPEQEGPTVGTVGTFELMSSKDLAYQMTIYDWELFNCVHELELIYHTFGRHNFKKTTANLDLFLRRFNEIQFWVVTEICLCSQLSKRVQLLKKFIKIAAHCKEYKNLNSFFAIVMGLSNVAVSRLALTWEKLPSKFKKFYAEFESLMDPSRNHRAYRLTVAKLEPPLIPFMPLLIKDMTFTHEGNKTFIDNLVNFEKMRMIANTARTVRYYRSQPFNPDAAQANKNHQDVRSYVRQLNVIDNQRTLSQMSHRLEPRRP
# EPAC1 antag: antagonists of human EPAC1 | O95398 | EPAC1 GEF assay, Rap1b-BODIPY-GDP exchange fluorescence | Potency, µM (highest dose often 115 µM), for the others: top-dose activity change, negative = inhibition, actives largely listed as inhibitors | 360,000 compounds, 0.14% hits | AID 720709;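 further: potency means the concentration at half of the fitted maximal effect; plate controls were vehicle for no effect and positive control for full effect; nearly all actives have a fitted effect of over 50% in size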
# MmCpn inh: inhibitors of Methanococcus maripaludis chaperonin (MmCpn). purified Mm-Cpn ATPase, ADP Transcreener TR-FRET. Potency, µM (highest dose often 76.9 µM), for inactives: top-dose activity, negative = inhibition, hits mostly inhibitors. 330,000 compounds, 0.031% hits; further: potency means the concentration at half of the fitted maximal effect; on the % scale 0 is the no-effect control and ±100 the full control effect; nearly all actives have a fitted effect of over 80% in size
#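 ATPase read-out: TR-FRET ADP immunoassay (anti-ADP Eu cryptate vs ADP-d2), ex 320 nm, em 590/665 nm; signal drops as ADP forms. Enzyme 25 nM, ATP 10 uM, 30 min at 37°C after 10 min compound preincubation.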
# WRN inhibitor: inhibitors of human WRN helicase; AID 651768; Potency, µM (doses to about 114 µM), without a hit: top-dose activity change, negative = inhibition, actives largely listed as inhibitors; 360,000 compounds, 0.46% hits; WRN helicase unwinding, fluorescent forked duplex, kinetic; Q14191; further: potency means the concentration at half of the fitted maximal effect; on the % scale 0 is the no-effect control and ±100 the full control effect; nearly all actives have a fitted effect of over 55% in size
#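 Kinetic red-fluorescence monitoring (525/598 nm) tracks WRN helicase activity after 100 nM fluorophore-quencher forked duplex and 2 mM ATP are added to 20 nM enzyme pretreated 15 min at room temperature with compound.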
# PLK1 PBD block: blocks phosphopeptide binding to human PLK1 polo-box domain; Plk1 PBD binding of FITC phosphopeptide, fluorescence polarization; Potency, µM, for inactives: max response, negative = inhibition, hits mostly inhibitors; 360,000 compounds, 2.8% hits; AID 720504; further: potency means the concentration at half of the fitted maximal effect; series mostly up to about 57 µM; on the % scale 0 is the no-effect control and ±100 the full control effect; nearly all actives have a fitted effect of over 65% in size
# CCT modulator: changes cytosolic chaperonin activity; AID 651819; purified chaperonin ATPase assay, HTRF ADP detection, 30 min; 360,000 compounds, 0.3% hits; activity change, % (test concentration not listed), hits read low; in the data active means activity change below about -30%; further: on the % scale 0 is the no-effect control and ±100 the full control effect
#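 Nucleotide hydrolysis assay: TRiC at 20–40 nM final (set by batch activity) with 10 uM ATP, 30 min at 37 °C, in presence of 76 uM compound. Detection by competitive ADP HTRF, 30 min ambient.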
# * hit, by the source's call; ? = inconclusive; nt = no result given; & = joins results of further samples; [ ] = another dose, or the depositor's remark. Unless noted, the call rests on the fitted dose curve; in most records, active means well fitted curve in the direction sought with a large enough effect; inconclusive means small, poorly fitted or top-dose-only effect, or another doubt; inactive means no such curve, though single readings can be large; an effect the other way counts as inactive or inconclusive.
# Values run as follows: EPAC1 ag, PI5P4K alpha inh, EPAC2 antag, EPAC1 antag, MmCpn inh, WRN inhibitor, PLK1 PBD block, CCT modulator
Cc1cccc(CSC2=NCCN2C(=O)C2CC2)c1
 : 2%, 4, 14%, 23%, 0%, -13%, -2%, 3.5
COc1ccc(S(=O)(=O)NC(CC(=O)NCc2ccco2)C(C)C)cc1 (configuration not stated)
 : 3%, 3, -1%, 7%, 0%, -32%[57.1 µM], -13%, -2.7
CC(=O)NO
 : -16%, -8, 0%, 0%, nt, 10%, -4%, -0.7
Cc1c(C(=O)N2CCCCC2C)sc2ncnc(N3CCc4ccccc4C3)c12 (configuration not stated)
 : 8%, 11, -25%, -14%, -5%, -6%, -8%, -2.2
O=c1[nH]c(CN2CCN(CCO)CC2)nc2ccccc12
 : -3%, 6, 13%, -3%, 1%, 1%, -2%, -1.5
COc1ccc(C)cc1NC(=O)c1cc(S(=O)(=O)N2CCCCC2)ccc1N1CCOCC1
 : 10%, 5, -1%, -30%, -9%, -4%, -5%, 1.2
COc1ccc(NC(=O)c2nc[nH]c2C(=O)Nc2ccccc2C)cc1
 : 7%, 10, 9%, 7%, 0%, 6%, -4%, -4.5
COc1ccc(CNC(=O)CCNC(=O)N2CC(=O)Nc3ccccc32)cc1
 : -3%, -11, -3%, -6%, nt, 14%, -4%, 1.9
COc1ccc(CCC(=O)Nc2c(-c3ccc(N(C)C)cc3)[nH][nH]c2=O)cc1
 : 15%, -60*, -18%, 50µM*, nt, -28%, 21µM*, 1.8
C=CCOc1ccc(CN(C)CC(=O)Nc2ccc3c(c2)CCC3)cc1
 : 2%, -1, 3%, -9%, 1%, ?, 1%, 2.1
COC(=O)[C@H](Cc1ccccc1)NC(=O)C1CCN(C(=O)[C@H](C)NS(=O)(=O)c2ccc(C)cc2)CC1
 : -3%, 4, -6%, -15%, -4%, -6%, ?, 0.1
O=C1/C(=C/c2ccc(F)cc2)CCC1C1CCCC1 (configuration not stated)
 : -2%, -2, 16%, 14%, 0%, 13%, 1%, 0.8
CCOC(=O)C1=C(C(C)=O)C(c2cccnc2)C(C#N)=C(N)O1 (configuration not stated)
 : 9%, -2, -5%, 0%, -3%, -12%, -7%, -1.3
CC(=O)Nc1ccc2nc(NC(=O)COc3ccccc3)sc2c1
 : 10%, 3, 5%, 13%, -5%, -1%, -8%, -0.8
O=[N+]([O-])c1cc(C(F)(F)F)cc([N+](=O)[O-])c1N1CCCNCC1
 : 5%, 1, 0%, 7%, 0%, -16%, 0%, 0.2
O=C(Cn1cnc2ccccc21)N/N=C/c1cccs1
 : 7%, 2, -6%, 10%, -1%, 0%, -5%, -1.8
CCN(CC(=O)Nc1ccc2c(c1)OCCO2)C(=O)/C=C/c1ccc(F)cc1
 : 7%, -6, -2%, -18%, -20%, -3%, -4%, -1.5
Cc1ccccc1OCC(=O)OCC(=O)Nc1ccc(S(N)(=O)=O)cc1
 : -5%, 0, 3%, -1%, -4%, -5%, -3%, 1.6
NS(=O)(=O)c1ccc(CCNC(=O)CN2CCN(c3cccc(Cl)c3)CC2)cc1
 : 7%, 2, 4%, -6%, 2%, -11%, -7%, -1.8
CCNc1cc(N2CCCC2)ccc1[N+](=O)[O-]
 : 4%, -3, 5%, -16%, 2%, -29%, 1%, -1.4
COc1ccc2c(=O)cc(-c3ccccc3F)oc2c1
 : 12%, -24, -1%, -16%, -3%, ?, -7%, -2.3
O=[N+]([O-])c1cccc(-c2ccc(/C=N/n3c(-c4ccccc4)n[nH]c3=S)o2)c1
 : 0%, 2, 15%, 1%, 1%, -5%, -3%, 0.8
NNC(=O)c1cc(-c2ccc(N)cc2)nc2ccc(Br)cc12
 : 0%, -5, -3%, 1%, -9%, -5%, 6%, 1.8
COc1cccc(S(=O)(=O)Nc2cccnc2)c1
 : 4%, nt, 13%, 10%, 0%, 5%, 0%, 2.8
COc1ccc(CN(C)C(=O)CCN2C(=O)c3ccccc3C2=O)c(OC)c1OC
 : 4%, 4, 5%, 13%, -3%, -2%, 1%, 0.6
O=C(Nc1ccccn1)NC12CC3CC(CC(C3)C1)C2
 : 4%, -7, 9%, -19%, -1%, -16%, -8%, 1.0
OC(c1ccc(-c2ccccc2)cc1)c1ncc(-c2ccccc2)[nH]1 (configuration not stated)
 : 1%, 10, 3%, -8%, nt, -9%, -11%, 1.6
O=C(NCc1ccc2c(c1)OCO2)c1ccc2c(c1)S(=O)(=O)c1ccccc1C2=O
 : 4%, -10, -1%, -1%, nt, -5%, -9%, -2.6
CC(=O)c1ccc(NC(=O)CSc2nc3[nH]ncc3c(=O)[nH]2)cc1
 : -2%, -3, 20%, 9%, -10%, -4%, -3%, 0.0
CCN=c1scc(-c2ccco2)n1/N=C/c1ccc(OC)c(O)c1
 : ?, -5, -18%, -23%, nt, -10%, -21%, -0.2
O=C(Nc1ccccc1C(F)(F)F)N1CCC(n2c(=O)[nH]c3ccccc32)CC1
 : -1%, 3, 5%, 6%, 1%, 2%, 3%, -1.5
CCC1CN(C(=O)NCc2cccc(OC)c2)c2cc(Cl)ccc2O1 (configuration not stated)
 : -2%, 14, -25%, -4%, 0%, -3%, 7%, 0.0
O=C(Nc1ccc(F)cc1)C(c1ccccc1)N1CCN(S(=O)(=O)c2ccc3ccccc3c2)CC1 (configuration not stated)
 : 20%, 7, 2%, -19%, -6%, -10%, -7%, -1.7
C#CCOCCOCCOCCNc1nc(N2CCOCC2)nc(N2CCN(C(=O)[C@H]([C@@H](C)CC)n3cc([C@@H](N)Cc4ccc(O)cc4)nn3)CC2)n1
 : 9%, -4, -1%, -6%, nt, 6%, -13%, -0.2
O=C(Nc1cccc2ncccc12)c1cccnc1
 : 0%, 16, -10%, ?, 3%, -14%, -5%, 1.1
O=S(=O)(c1ccc(-c2ccon2)s1)N1CCCC1
 : 10%, -1, -9%, 3%, 0%, 4%, -2%, -0.4
CCC(NC(=O)c1cc(COc2cc(C)c(Cl)c(C)c2)on1)c1ccncc1 (configuration not stated)
 : 9%, 1, -21%, ?, 3%, -9%, -5%, -1.6
Cc1nc(N)sc1C(=O)N1N=N1
 : 8%, 3, 4%, ?, 0%, -9%, ?, -1.1
CCNC(=S)N1CCCCC1CO (configuration not stated)
 : 5%, 4, 5%, 13%, 3%, 1%, -5%, -2.2
Cc1n[nH]c(C)c1Sc1ccccc1[N+](=O)[O-]
 : -4%, -1, -11%, -11%, 1%, -6%, -2%, 1.4
O=C(Nc1nc2ccccc2[nH]1)c1ccccc1F
 : -6%, -12, 22%, 5%, -2%, -7%, -7%, 2.9
O=[N+]([O-])c1cc(C(F)(F)F)ccc1N1CCC(O)CC1
 : -5%, 4, 0%, -14%, 2%, -5%, -15%, -0.6
O=C(NCCc1ccccn1)c1cc(-c2ccccc2Cl)nc2ccccc12
 : -4%, 1, 2%, -8%, -1%, -2%, -10%, -1.3
O=C1NC[C@H](CCCCN2CCN(CCC3CCCCC3)C(=O)C2=O)N(CCc2ccccc2)C1=O
 : -19%, -2, -16%, 16%, nt, 1%, -2%, 0.1
C/C(N)=C(/C#N)C(=O)CSc1nnc(SCc2ccc(Cl)cc2)s1
 : -3%&6%, -2&-3, 1%&-5%, 9%&-13%, -15%, -2%&-9%, -3%&-24%, 0.8&-0.2
CC(C)CCN1CCN=C1Nc1ccccc1
 : 2%, -3, 0%, 1%, 1%, -3%, 5%, 0.8
O=C(CNC(=O)c1ccco1)Nc1ccc(S(=O)(=O)N2CCCC2)cc1
 : -7%, 5, 8%, -5%, 2%, 0%, -6%, -1.9
O=C(Nc1ccccc1)c1cccc(C(F)(F)F)c1
 : -6%, 5, 1%, -2%, 1%, 4%, 1%, 0.5
Cc1cc(C)n(CC(O)CN2C(=O)NC(C)(C)C2=O)n1 (configuration not stated)
 : 1%, nt, -6%, 2%, 1%, -1%, 0%, -0.2
Cc1c([N+](=O)[O-])nnn1-c1cc(Cl)cc(Cl)c1
 : -16%, -5, 3%, 15%, 1%, 8%, -1%, -0.5

# New compounds follow
# Values run as follows: EPAC1 ag, PI5P4K alpha inh, EPAC2 antag, EPAC1 antag, MmCpn inh, WRN inhibitor, PLK1 PBD block, CCT modulator
O=C(COC(=O)c1ccc(F)cc1Cl)NC1CC1
 : 9%, 3, 2%, -13%, nt, 6%, -6%, -50*
CN(C)CCn1c(=S)[nH]c2ccccc2c1=O
 : -3%, 2, 0%, 11%, 2%, -4%[57.1 µM], 1%, -0.1
COc1ccc(C(=O)NCC(=O)N/N=C/c2cccnc2)cc1OC
 : -4%, -3, -5%, ?, 0%, -3%, -13%, 0.1
C(=N\Nc1ccc(-n2ccnc2)nn1)/c1ccccc1
 : -3%, 1, 5%, 7%, 1%, 1%, 0%, -1.3
COc1ccc(C2C(C#N)=C(SCC(=O)Nc3ccc(C)cc3)NC3=C2C(=O)CC(C)(C)C3)cc1 (configuration not stated)
 : 11%, -2, 0%, -15%, -3%, -4%, -4%, -3.5
O=C(NCC1CCCN(Cc2nccs2)C1)c1cccc2ccccc12 (configuration not stated)
 : -10%, 2, 19%, 10%, -5%, -10%, -4%, -0.3
O=C(CN1CCN(CC(=O)Nc2ccccn2)CC1)Nc1ccccn1
 : -2%, -7, 2%, -10%, 0%, 6%, -7%, -14

# For convenience, 7 of the compounds above.
# Values run as follows: EPAC1 ag, PI5P4K alpha inh, EPAC2 antag, EPAC1 antag, MmCpn inh, WRN inhibitor, PLK1 PBD block, CCT modulator
Cc1cc(C)n(CC(O)CN2C(=O)NC(C)(C)C2=O)n1 (configuration not stated)
 : 1%, nt, -6%, 2%, 1%, -1%, 0%, -0.2
Cc1c([N+](=O)[O-])nnn1-c1cc(Cl)cc(Cl)c1
 : -16%, -5, 3%, 15%, 1%, 8%, -1%, -0.5
O=C(COC(=O)c1ccc(F)cc1Cl)NC1CC1
 : 9%, 3, 2%, -13%, nt, 6%, -6%, -50*
CN(C)CCn1c(=S)[nH]c2ccccc2c1=O
 : -3%, 2, 0%, 11%, 2%, -4%[57.1 µM], 1%, -0.1
COc1ccc(C(=O)NCC(=O)N/N=C/c2cccnc2)cc1OC
 : -4%, -3, -5%, ?, 0%, -3%, -13%, 0.1
C(=N\Nc1ccc(-n2ccnc2)nn1)/c1ccccc1
 : -3%, 1, 5%, 7%, 1%, 1%, 0%, -1.3
COc1ccc(C2C(C#N)=C(SCC(=O)Nc3ccc(C)cc3)NC3=C2C(=O)CC(C)(C)C3)cc1 (configuration not stated)
 : 11%, -2, 0%, -15%, -3%, -4%, -4%, -3.5

# Not all compounds are listed. The share of hits here may be higher or lower than overall.
